# Pol iota inh – DNA polymerase iota (human) inhibition; Pol iota fluorescent replication assay, 10 min; Potency, µM (series often up to 115 µM), without a hit: at the top dose activity, negative = inhibition, hits mostly inhibitors; Q9UNA4; AID 588590; 390,000 tested, 1% active
#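 Pol iota at 10 nM preincubated 15 min with compounds at room temperature; reaction started with fluorescent substrate, 50 nM final. Fluorescence read kinetically at 0 and 10 min; buffer-only wells as negative control.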
# BAZ2B inh – inhibitors of human BAZ2B bromodomain | Q9UIF8 | AlphaScreen BAZ2B-H3K14Ac peptide displacement | Potency, µM (doses to about 114 µM), for the others: at the highest dose activity change, negative = inhibition, usual class: inhibitors | 360,000 tested, 4.4% active | AID 504333; further: on the % scale 0 is the no-effect control and ±100 the full control effect; nearly all actives have a fitted effect of over 60% in size
#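 Complex of BAZ2B and biotin-H3K14Ac (50 nM apiece) forms over 30 min at RT, then faces library compounds up to 110 uM for another 30 min; AlphaScreen beads added, 20 min dark incubation, luminescence read.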
# BLM helicase inh – blocks DNA unwinding by human BLM helicase. P54132. recombinant BLM DNA unwinding, fluorescence dequenching. Potency, µM (series often up to 56.1 µM), for the others: at the highest dose activity change, negative = inhibition, actives largely listed as inhibitors. 350,000 tested, 0.2% active. AID 2528;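 further: plate controls were vehicle for no effect and no enzyme for full effect; nearly all actives have a fitted effect of over 35% in size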
# APE1 inh – APE1 (human) endonuclease inhibition; AID 2517; recombinant APE1, TAMRA/BHQ-2 abasic DNA cleavage fluorescence; 350,000 tested, 0.35% active; Potency, µM (top dose mostly 65.8 µM), without a hit: at the top dose activity change, negative = inhibition, most hits filed as inhibitors;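 further: plate controls were vehicle for no effect and reference inhibitor for full effect; nearly all actives have a fitted effect of over 55% in size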
# Target sequence (P27695 whole entry, looked up): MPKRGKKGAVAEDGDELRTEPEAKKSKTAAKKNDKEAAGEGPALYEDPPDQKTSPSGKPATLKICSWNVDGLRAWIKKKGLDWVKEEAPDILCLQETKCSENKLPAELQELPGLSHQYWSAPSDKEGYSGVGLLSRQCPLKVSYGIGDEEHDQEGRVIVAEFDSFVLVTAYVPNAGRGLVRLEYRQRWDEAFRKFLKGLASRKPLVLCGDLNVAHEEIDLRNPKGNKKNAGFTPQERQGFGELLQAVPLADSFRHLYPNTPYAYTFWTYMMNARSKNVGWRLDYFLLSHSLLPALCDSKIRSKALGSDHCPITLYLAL
#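 Step 1: APE1 (0.75 nM) with compound, 15 min RT. Step 2: add 50 nM fluorophore/quencher THF duplex. Step 3: three fluorescence reads 60 s apart (525/598 nm); read 3 minus read 1 = reaction progress.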
# Pol kappa inh – blocks human DNA polymerase kappa activity; Q9UBT6; purified Pol kappa, fluorescent DNA synthesis assay, 10 min; Potency, µM (doses to about 107 µM), without a hit: at the top dose activity, negative = inhibition, most hits filed as inhibitors; 400,000 tested, 0.53% active; AID 588579; further: on the % scale 0 is the no-effect control and ±100 the full control effect
#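 Activity was followed as the change in fluorescence between reads at 0 and 10 min after starting the reaction with 50 nM substrate. Beforehand, 10 nM polymerase had been preincubated with compound for 15 min at room temperature.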
# G9a inh – inhibitors of human histone lysine methyltransferase G9a; Q96KQ7; G9a H3K9 monomethylation, AlphaScreen, 2 h; Potency, µM (doses to about 102 µM), inactives show at the top dose activity, negative = inhibition, actives largely listed as inhibitors; 350,000 tested, 8.8% active; further: on the % scale 0 is the no-effect control and ±100 the full control effect; nearly all actives have a fitted effect of over 75% in size
#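 Using a bead-based AlphaScreen, monomethylated H3K9 product from 2 h room-temperature reactions (G9a 20 nM, peptide 500 nM, SAM 20 uM) was detected with 0.5 ug/mL rabbit anti-H3K9me1 antibody.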
# Pol eta inh – DNA polymerase eta (human) inhibition | Q9Y253 | recombinant Pol eta, fluorescent DNA replication assay | Potency, µM (top dose mostly 114 µM), for inactives: at the highest dose activity change, negative = inhibition, most hits filed as inhibitors | 390,000 tested, 1.2% active | AID 588591; further: on the % scale 0 is the no-effect control and ±100 the full control effect
# Target sequence (Q9Y253 whole entry, looked up): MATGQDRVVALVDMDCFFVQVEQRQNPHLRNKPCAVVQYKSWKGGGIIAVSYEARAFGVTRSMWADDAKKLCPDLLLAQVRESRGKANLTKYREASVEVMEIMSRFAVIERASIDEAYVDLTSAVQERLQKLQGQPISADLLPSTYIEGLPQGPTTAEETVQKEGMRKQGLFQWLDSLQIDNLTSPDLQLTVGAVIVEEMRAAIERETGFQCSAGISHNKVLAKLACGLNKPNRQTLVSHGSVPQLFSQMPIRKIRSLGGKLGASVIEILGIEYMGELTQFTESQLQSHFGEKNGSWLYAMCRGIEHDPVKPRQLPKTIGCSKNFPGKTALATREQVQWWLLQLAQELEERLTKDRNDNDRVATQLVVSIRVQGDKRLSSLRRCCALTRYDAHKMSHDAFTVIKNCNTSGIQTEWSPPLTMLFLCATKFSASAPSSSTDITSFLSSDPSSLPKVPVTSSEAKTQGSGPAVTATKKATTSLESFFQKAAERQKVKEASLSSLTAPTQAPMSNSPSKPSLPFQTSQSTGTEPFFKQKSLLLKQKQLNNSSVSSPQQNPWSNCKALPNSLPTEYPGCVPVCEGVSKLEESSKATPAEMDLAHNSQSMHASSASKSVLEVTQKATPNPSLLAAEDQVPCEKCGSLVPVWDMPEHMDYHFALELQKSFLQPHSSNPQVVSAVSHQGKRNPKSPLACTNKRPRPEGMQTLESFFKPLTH
#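 Pol eta (10 nM) was preincubated with compounds for 15 min at room temperature, after which fluorescent replication substrate (50 nM final) was added to start the reaction. Fluorescence was read kinetically at 0 and 10 min.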
# JMJD2A Tudor – inhibitors of human JMJD2A Tudor domain. Potency, µM (top dose mostly 114 µM), for the others: top-dose activity change, negative = inhibition, hits mostly inhibitors. O75164. AlphaScreen JMJD2A-Tudor / H3K4me3 peptide binding. 390,000 tested, 4.4% active. AID 504339; further: on the % scale 0 is the no-effect control and ±100 the full control effect; nearly all actives have a fitted effect of over 50% in size
# POLB inh – inhibitors of human DNA polymerase beta; Pol beta primer extension/strand displacement, fluorescence kinetic; Potency, µM (highest dose often 114 µM), without a hit: at the top dose activity change, negative = inhibition, actives largely listed as inhibitors; 340,000 tested, 1.3% active; AID 485314; further: on the % scale 0 is the no-effect control and ±100 the full control effect
#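 Pol beta (10 nM) was preincubated with compound for 15 min at room temperature. The reaction was then started with 50 nM substrate and read immediately and after a further 10 min at room temperature.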
# Active calls of the source: *; ? = inconclusive; · = not tested or not shown; [ ] = dose if it differs, or a comment. The call rests on the fitted dose curve; in most records, active means well fitted curve in the direction sought with a large enough effect; inconclusive means small, poorly fitted or top-dose-only effect, or another doubt; inactive means no such curve, though single readings can be large; an effect the other way counts as inactive or inconclusive. Potency means the concentration at half of the fitted maximal effect. An excerpt, so the mix of outcomes need not match the whole.
# Each structure is followed by: Pol iota inh | BAZ2B inh | BLM helicase inh | APE1 inh | Pol kappa inh | G9a inh | Pol eta inh | JMJD2A Tudor | POLB inh
> CCC(=O)Nc1nc2ccc(NC(=O)COc3ccccc3)cc2s1
  -15% | -17% | -3% | 6% | 2% | 79µM* | -9% | -1% | 27%
> CCC(Sc1nc(-c2ccccc2)cc(=O)[nH]1)C(=O)O (stereo unspecified)
  3% | 3% | -3% | 1% | -2% | 1%[59 µM] | -5% | -18% | ?
> CN(C)CCC(=O)c1cccc(Br)c1
  ? | -22% | 1% | -14% | 0% | 2µM* | -6% | -22% | 1%
> Cc1cc2[nH]c3ccccc3c2cn1
  106%[activator] | -2% | 33%[activator] | 11% | -5% | -1% | -8% | 1% | -9%
> O=C(/C=C/c1cccc(Cl)c1)NCCc1ccccc1
  2% | -3% | 3% | 3% | -5% | 53%[59 µM] | -5% | -20% | 4%
> O=C(COC(=O)/C=C/C(=O)OCC(=O)Nc1ccccc1F)Nc1ccccc1F
  5% | -2% | -2% | 0% | 0% | 14% | 4% | -6% | ?
> CCOC(=O)n1c(=O)n(Cc2ccc(OC)cc2)c2ccccc21
  153%[activator] | -20% | 1% | 0% | -1% | 16% | -21% | -8% | 7%
> O=C(NCc1cccs1)c1ccccc1
  11% | ? | -3% | 1% | 2% | 5% | -12% | -7% | 0%
> COc1ccc(S(=O)(=O)Cc2ccc(C(=O)N3CCN(c4cc(Cl)ccc4C)CC3)o2)cc1
  10% | 0% | -11% | 2% | -15% | 25µM* | -11% | -23% | 6%
> CSc1ccc(CN(C)C(=O)c2cc3ccccc3o2)cc1
  14% | 21% | -6% | 26% | -3% | 0% | 8% | 12% | 0%
> CC1CCN(C(=O)Cn2cnc3c2c(=O)n(C)c(=O)n3C)c2ccccc2S1 (stereo unspecified)
  16% | -17% | 2% | -9% | -6% | -8% | 2% | -16% | 0%
> CCN(CC)S(=O)(=O)c1ccc(N2CC(C(=O)NCc3ccc4c(c3)OCO4)CC2=O)cc1 (stereo unspecified)
  ? | 4% | · | 6% | -8% | 10%[12.7 µM] | -1% | -18% | ·
> Cc1ccc(N2C(=O)CC(Sc3cccs3)C2=O)cc1 (stereo unspecified)
  18% | 3% | 0% | 4% | -17% | 35µM* | -3% | -5% | -3%
> CCN1C/C(=C\c2cc(OC)c(OC)c(OC)c2)C2=NN(c3ccccc3)C(c3cc(OC)c(OC)c(OC)c3)C2C1 (stereo unspecified)
  5% | · | · | · | -14% | · | -14% | -14% | ·
> O=C(NCc1ccccc1)c1ccc2c(c1)C(=O)N(CC1CCCO1)C2=O (stereo unspecified)
  3% | ? | -2% | 12% | -14% | 10%[0.0925 µM] | 1% | -20% | 1%
> Fc1ccc(N2CCN(c3nnnn3-c3ccccc3)CC2)cc1
  -13% | -16% | -5% | -3% | -17% | -5% | 0% | -15%[11.4 µM] | -7%
> CCOc1ccc2nc(COC(=O)c3ccncc3)c(C(=O)c3ccccc3)[n+]([O-])c2c1
  -16% | ? | -19% | 2% | 5% | · | 6% | -20% | 8%
> Cc1ccc(S(=O)(=O)C(CNC(=O)c2ccccc2F)c2cccs2)cc1 (stereo unspecified)
  13% | 12% | -1% | · | -3%[60.1 µM] | 15%[59 µM] | -14% | -14% | -1%
> COc1ccccc1NC(=O)CN1CCN(c2ccc(F)cc2)CC1
  8% | · | · | · | 3% | · | -21% | ? | ·
> CCN(CC)c1ccc(/C=C2/SC(=O)N(C(C)C)C2=O)o1
  -6% | ? | -3% | -12% | 1% | 7.1µM* | -27% | ? | -1%
> Clc1ccc(-c2ccc(CNCc3ccccn3)o2)cc1
  -28% | 20µM* | -10% | 8% | 7% | ? | -12% | 79µM* | 11%
> c1ccc(CN2CCN(C3=Nc4cccc5cccc3c45)CC2)cc1
  42%[activator] | ? | 0% | 9% | -19% | ? | -2% | ? | ?
> O=C1CC(c2ccccc2)Cc2[nH]c(=O)c(C(=O)Nc3cccc(F)c3)cc21 (stereo unspecified)
  -8% | 3% | -2% | · | 4%[60.1 µM] | 20%[59 µM] | -8% | 9% | ?
> COc1ccc(NC(=O)NC(C)(C(F)(F)F)C(F)(F)F)cc1
  ? | -3%[57.1 µM] | -6% | -1% | -14% | -3% | ? | 16µM* | 1%
> CCOC(=O)C1C(C(=O)OC)=C(c2ccc(F)cc2)c2ccc(OC)cc2N1S(=O)(=O)C(F)(F)F (stereo unspecified)
  · | · | -11% | -6%[50.4 µM] | -20%[60.1 µM] | -2%[59 µM] | · | · | ·
> COc1ccc(-n2c(C)cc(/C=N/Nc3nc(N4CCOCC4)nc(N4CCOCC4)n3)c2C)cc1
  4% | ? | -3% | -4% | -5% | -1%[59 µM] | -12% | -20%[57.1 µM] | -1%
> C#CCOCCOCCOCCNc1nc(N2CCN(C(=O)[C@H](CCCCN)n3cc([C@@H](N)[C@H](C)CC)nn3)CC2)nc(N2CCN(C(=O)[C@H](CCC(=O)O)n3cc([C@@H](N)CCCCN)nn3)CC2)n1
  10% | · | · | 3% | 11% | · | -2% | ? | ·
> CCOc1ccc(-n2cc(C(=O)N3CCC(C)CC3)c3cc(OC)c(OC)cc3c2=O)cc1
  ? | -2% | -3% | -3% | -7% | ? | 0% | 8%[11.4 µM] | 5%
> CCCCn1c2nc3ccccc3nc2c2c(=O)n(CCC(C)C)cnc21
  14% | -26% | 6% | -1% | -3% | -4%[2.33 µM] | -6% | -7% | 4%
> CCN(CC)CCCNC(=O)c1ccc(Cl)c(S(=O)(=O)Nc2ccccc2OC)c1
  9% | 3% | 1% | 3% | -12% | ? | 3% | 5% | -7%
> COC(=O)C1C(=O)C=C(Nc2ccc(F)cc2F)CC1c1ccc(OC)cc1 (stereo unspecified)
  141%[activator] | 8% | 3% | 8% | -6% | 1%[59 µM] | -17% | -13% | 1%
> CC1(C)CC2CC(C)(CN2CC(=O)C(C#N)c2ccccc2)C1 (stereo unspecified)
  -8% | -11% | -2% | -5% | -8% | ? | -6% | -26% | -1%
> CCCNC(=O)C12CCC(C)(C(=O)O1)C2(C)C (stereo unspecified)
  0% | 5% | -2% | 1% | -6% | 1%[12.7 µM] | -7% | -13% | ?
> Nc1nnc(CC2=CCCCC2)s1
  ? | 7% | -6% | 0% | -4% | 1%[12.7 µM] | -11% | -4% | 0%
> Cc1nc(N2CCOCC2)c2c(C)c(C(=O)Nc3ccccc3C(F)(F)F)sc2n1
  32%[activator] | 7% | -11% | 1% | -1% | 13% | -21% | 12% | 15%
> O=C(COC(=O)C1CCN(S(=O)(=O)c2ccc3c(c2)OCCO3)CC1)NC1CCS(=O)(=O)C1 (stereo unspecified)
  1% | 7% | · | -12% | -3% | ? | 0% | -15% | ·
> CCOC(=O)Cn1c(=NC(=O)c2cccs2)sc2cc(C(=O)OC)ccc21
  25% | 33%[activator] | ? | 2% | -5% | 7%[59 µM] | ? | -9% | -15%
> Brc1ccccc1C1=Nn2c(nnc2-c2ccco2)SC1
  -4% | -19% | -1% | 0% | -3% | 1%[59 µM] | -11% | -21% | -5%
> O=C1N[C@@H](Cc2ccccc2)C(=O)N1CCN1CCOCC1
  15% | 6% | 0% | -4% | -7% | ? | 4% | -25% | 3%
> Cc1nn(-c2ccc(N3CCOCC3)nn2)c(C)c1CCC(=O)N1CCN(C)CC1
  16% | -16%[57.1 µM] | 2% | 31% | 9% | 4% | -15% | 3% | 26%
> CCCC1=C(C(=O)OCC)C(c2cc(Cl)cc(OC)c2OCC(=O)OCC)NC(=O)N1 (stereo unspecified)
  13% | -5% | -5% | -4% | -5% | 24%[59 µM] | -25% | -12%[11.4 µM] | 0%
> Nc1ccc(Nc2nc3ccccc3[nH]2)cc1
  70%[activator] | 45µM* | -4% | -10% | -4% | · | -17% | 56µM* | 13%
> CCCc1c(C(=O)NNc2cccc(Cl)c2)cnn1-c1ccccc1
  ? | -39% | -6% | -3% | -7% | 35µM* | -14% | ? | 14%
> CCN(CCn1cccn1)C(=O)C1CCC(=O)N(CCN2CCOCC2)C1 (stereo unspecified)
  -17% | -3% | 2% | 7% | -12% | · | -7% | -7% | 8%
> Cc1cc(C)n(-c2nc3c(c(=O)[nH]c(=O)n3C)n2CC(C)C)n1
  -2% | ? | -1% | -1% | -12% | -47% | -12% | -6% | 26%
> CCOC(=O)c1c(SCC(=O)Nc2cccc(C)c2C)nc(=O)[nH]c1C
  -10% | 0% | -1% | · | -4%[60.1 µM] | 4%[59 µM] | -17% | -1% | 4%
> COc1ccccc1/C=C1/C(=O)ON=C1C
  -6% | -19% | 0% | -13% | -19% | -34%[12.7 µM] | -10% | -21% | 56%
> Cc1ccccc1/C=c1\s/c(=C\C(=O)C(C)(C)C)[nH]c1=O
  -7% | -24% | -5% | 1% | -15% | 23%[59 µM] | -8% | -30% | ?
> Cc1ccccc1OCCOC(=O)c1nc2nccc(C)n2n1
  46%[activator] | · | 0% | -1% | 0% | -23% | -9% | 13% | -17%
> CCOC(=O)c1c(C)n(-c2ccccc2)c2ccc(OC(=O)c3ccccc3Cl)cc12
  25% | 3% | -3% | · | -6% | 2%[59 µM] | -25% | 3% | -1%
> O=C(O)c1cccc(-n2c(/C=C/c3ccc([N+](=O)[O-])cc3)nc3ccccc3c2=O)c1
  -13% | -30% | 0% | 20% | -8% | 71µM* | -4% | -25% | -24%
> CC(NCC(O)c1ccc([N+](=O)[O-])cc1)C12CC3CC(CC(C3)C1)C2 (stereo unspecified)
  1%[58.9 µM] | ? | 6% | 3% | -11% | · | -9% | -21% | 2%

# Reformatted as comma-separated lines: part of the list above
mol,Pol iota inh,BAZ2B inh,BLM helicase inh,APE1 inh,Pol kappa inh,G9a inh,Pol eta inh,JMJD2A Tudor,POLB inh
Cc1nn(-c2ccc(N3CCOCC3)nn2)c(C)c1CCC(=O)N1CCN(C)CC1,16%,-16%[57.1 µM],2%,31%,9%,4%,-15%,3%,26%
O=C(O)c1cccc(-n2c(/C=C/c3ccc([N+](=O)[O-])cc3)nc3ccccc3c2=O)c1,-13%,-30%,0%,20%,-8%,71µM*,-4%,-25%,-24%

# Taken from above:
# Result of Nc1nnc(CC2=CCCCC2)s1 in Pol eta inh: -11%
# Result of Cc1cc(C)n(-c2nc3c(c(=O)[nH]c(=O)n3C)n2CC(C)C)n1 in Pol eta inh: -12%
# Result of CCN(CCn1cccn1)C(=O)C1CCC(=O)N(CCN2CCOCC2)C1 (stereo unspecified) in Pol kappa inh: -12%
# Result of CC1(C)CC2CC(C)(CN2CC(=O)C(C#N)c2ccccc2)C1 (stereo unspecified) in POLB inh: -1%

# Screening results: PubChem BioAssay, National Center for Advancing Translational Sciences (NCATS)
